OX1R antag – OX1R (human) antagonism | 330,000 tested, 1.8% active | AID 485270 | inhibition, % at 6.6 µM | O43613 | OX1R-expressing cells, FRET antagonist read-out; in the data active = inhibition mostly above about 38%, no sharp cut-off; inactive = mostly below about 40%;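 note: 0% = agonist challenge alone and 100% = reference antagonist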
Target sequence (O43613 whole entry, looked up): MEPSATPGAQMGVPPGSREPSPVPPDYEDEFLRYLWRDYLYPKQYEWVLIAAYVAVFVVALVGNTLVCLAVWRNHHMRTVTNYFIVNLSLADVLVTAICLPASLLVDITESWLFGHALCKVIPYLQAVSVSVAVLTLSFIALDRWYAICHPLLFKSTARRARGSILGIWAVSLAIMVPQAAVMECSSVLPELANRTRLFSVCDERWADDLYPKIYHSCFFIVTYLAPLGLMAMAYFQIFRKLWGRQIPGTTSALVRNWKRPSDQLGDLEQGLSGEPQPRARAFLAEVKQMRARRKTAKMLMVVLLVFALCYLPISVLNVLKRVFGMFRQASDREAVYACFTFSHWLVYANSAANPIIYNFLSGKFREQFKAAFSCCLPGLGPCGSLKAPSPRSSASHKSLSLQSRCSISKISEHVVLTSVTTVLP
KCNQ2 inh – KCNQ2 channel blockers in CHO-K1 cells – cell-based, FluxOR thallium flux, B-score, primary screen (AID 2156); O88943; 20 min; stronger effect = lower value; B-score at 10 µM; 310,000 tested, 1.1% active;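 active = fluorescence ratio B-score at most minus 3 library SDs, with starting brightness B-score within 2 library SDs, cut at about -5.5 in these data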
STK33 inh – human STK33 kinase inhibition. 320,000 tested, 0.073% active. AID 2661. inhibition, % at 10 µM. Q9BYT3. purified STK33, MBP phosphorylation, ADP-Glo luminescence;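 active = inhibition at or above 25%, using the most active replicate where run in duplicate; inactive = inhibition below 25%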
Target sequence (Q9BYT3 whole entry, looked up): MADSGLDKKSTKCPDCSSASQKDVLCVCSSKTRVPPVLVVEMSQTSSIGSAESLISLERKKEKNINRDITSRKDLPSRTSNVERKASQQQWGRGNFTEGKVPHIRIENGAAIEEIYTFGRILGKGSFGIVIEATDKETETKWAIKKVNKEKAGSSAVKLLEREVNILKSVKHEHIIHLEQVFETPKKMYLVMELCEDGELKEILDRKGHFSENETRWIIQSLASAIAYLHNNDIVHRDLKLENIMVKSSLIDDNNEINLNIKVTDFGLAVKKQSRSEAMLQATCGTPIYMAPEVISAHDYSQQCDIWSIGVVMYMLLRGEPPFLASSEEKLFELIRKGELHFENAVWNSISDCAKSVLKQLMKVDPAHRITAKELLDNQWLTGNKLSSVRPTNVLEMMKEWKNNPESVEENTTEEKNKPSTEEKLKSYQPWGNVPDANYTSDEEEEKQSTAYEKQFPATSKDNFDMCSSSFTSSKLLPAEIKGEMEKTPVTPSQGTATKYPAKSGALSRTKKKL
* marks the source's active call; other numbers are inactive results; i = inactive; nt = no result given. Rows were taken by chance; any-hit rate near 2.7%.

SMILES	OX1R antag	KCNQ2 inh	STK33 inh
O=C(CCN1C(=O)C2C3CCC(C3)C2C1=O)OCC(=O)c1cccc([N+](=O)[O-])c1 (stereo not given)	29.6	i	nt
Cc1ccc(C)c(NS(=O)(=O)c2ccc(NC(=O)CSc3ccc(Cl)cc3)cc2)c1	-1.6	i	-0.3
COc1ccc(CC(=O)NNC(=O)c2ccco2)cc1	9.8	i	0.3
CC(=O)Nc1ccc(SC[C@H](Cc2ccccc2)N2CCN(CC(C)C)CCC2=O)cc1	22.9	i	0.2
O=C(CNCc1ccccc1Cl)Nc1ccc2c(c1)OCCO2	23.3	i	-0.5
C[n+]1cc(-c2ccccc2)n2c1CCCCC2	9.9	i	-0.2
CC(C)(C)OC(=O)NCCCCCNC(=O)c1nc[nH]c1C(=O)N1CCN(c2ccccc2)CC1	8.4	nt	1.4
CC(Oc1ccc2oc(-c3ccccc3)c(C(=O)O)c2c1)C(=O)O (stereo not given)	11.3	i	-0.7
COC(=O)c1sccc1NC(=O)c1ccccc1Br	14.2	i	0.2
Cc1cccn2cc(CNC(=O)C3CCCCC3)nc12	13.8	i	-1.9
CSc1ccccc1OCc1cc(C(=O)N2CCN(Cc3nccn3C)CC2)no1	2.3	i	-1.2
O=C(Nc1nnc(COc2ccc(Cl)cc2)s1)c1ccco1	34.2	i	-1.1
COC(=O)c1c(C)[nH]c(C(=O)OCC(=O)c2c(N)n(CC(C)C)c(=O)n(C)c2=O)c1C	18.9	nt	0.4
Cc1ccc(/C=C2\SC(=S)N(CCC(=O)NNS(=O)(=O)c3ccc(C)cc3)C2=O)cc1	10.7	i	-0.4
CCOc1ccc(OCC(=O)c2c(O)c3ccccc3oc2=O)cc1	79.4*	i	10.6
Cc1sc(NC(=O)CN(CCc2ccccc2)C(=O)C2CC2)c(C(N)=O)c1C	24.0	i	-1.0
CCn1c2ccccc2c2cc(NC(=O)COC(=O)c3cc(S(N)(=O)=O)c(Cl)cc3Cl)ccc21	14.1	i	-1.2
CC(C)N1C(=O)CCC1C(=O)N1CCCc2ccccc21 (stereo not given)	2.1	i	-0.6
O=C(CN1CCN(c2ccccn2)CC1)Nc1cc(F)ccc1F	0.4	i	0.0
CCCn1c(SCc2nc3sc(C)c(C)c3c(=O)[nH]2)nc2ccccc2c1=O	11.9	i	-1.0
O=C(NCCN1CCN(c2cccc(Cl)c2)CC1)C1CCCN(S(=O)(=O)c2cnc[nH]2)C1 (stereo not given)	10.8	nt	0.1
CC(=O)c1cccc(NC(=O)c2ccc(S(=O)(=O)N3CCCCC3)cc2)c1	8.6	i	0.2
CC(C)(C)c1cn(-c2ccccc2)c(=S)[nH]1	-0.1	i	0.1
Cc1ccc(CNC(=O)c2ccc3c(=O)n4c(-c5ccc(C)cc5)csc4nc3c2)cc1	28.8	i	1.3
Brc1ccc(C2=Nn3c(nnc3-c3n[nH]c4c3CCC4)SC2)cc1	13.0	i	0.0
(listing goes on)
SMILES	OX1R antag	KCNQ2 inh	STK33 inh
O=C(O)c1ccccc1N/N=C/C1=C(N2CCOCC2)C(=C\c2ccccc2)/CC1	2.5	i	-0.8
O=C(N1CCN(Cc2ccc3c(c2)OCO3)CC1)C12CC3CC(CC(C3)C1)C2	11.5	i	-4.1
CC1C(=O)N(Cc2ccccc2F)c2ccccc2N1C(=O)c1c(F)cccc1F (stereo not given)	14.8	i	-0.4
COc1ccc(CN(C)C(=S)Nc2ccc(Cl)cc2Cl)cc1	5.7	i	0.0
O=[N+]([O-])c1cccc(-c2ccc(C(=S)N3CCN(c4ccccc4)CC3)o2)c1	9.3	i	-0.9
Cc1ccc(NC(=O)C2C3CCCC2C3c2ccccc2)cc1C (stereo not given)	33.1	i	-1.9
O=C(CCN1CCN(c2ccccc2)CC1)Nc1ccccc1F	0.2	i	-0.5
CCOC(=O)N1CCC(N2CCN(Cc3ccccc3)C(CCO)C2)CC1 (stereo not given)	2.0	i	-1.7
COc1nc(Oc2ccc(/C=N/O)cc2)nc(N(C)C)n1	2.4	i	-0.3
O=C(Nc1nc2ccccc2s1)Nc1ccc([N+](=O)[O-])cc1Cl	6.7	i	-0.7
CC(=O)c1cccc(NC(=O)CSc2nc(N3CCOCC3)nc(N3CCOCC3)n2)c1	7.9	i	-1.9
CCOc1cc(/C=C(\C#N)C(=O)NCC2CCCO2)ccc1OCC(N)=O (stereo not given)	15.4	i	0.6
CCC1CCCCN1CC(O)COCc1cccc(OC)c1 (stereo not given)	11.7	i	-1.0
Cc1ccc(C)c(S(=O)(=O)NNC(=O)c2sc(NS(=O)(=O)c3ccccc3)nc2C)c1	12.2	i	1.0
CCn1c(=O)c(=O)[nH]c2c(=O)oc3ccc(S(=O)(=O)Nc4ccc(OC)cc4)cc3c21	20.3	i	-0.4
Cc1ccc(NC(=O)CSc2nnc(C3CC3)n2C)cc1S(=O)(=O)N1CCCCC1	-0.7	nt	-0.9
COc1ccc(-c2cc3c(=O)n(CC(=O)NCCN4CCCC4)nc(C)n3n2)cc1	1.5	i	0.4
Cc1ccc2cc(C#N)c(N3CCCN(C(=O)c4cnccn4)CC3)nc2c1	11.8	i	2.6
N#CCCn1c(O)c(N=NC(=O)CNC(=O)c2cccs2)c2ccccc21	93.0*	i	-0.7
Cc1nc(C(=O)N(C)C)nn1-c1ccc([N+](=O)[O-])cc1	38.0	i	-0.5
O=C(N/N=C/C=C/c1ccccc1)c1ccc(Br)cc1	15.6	i	-1.5
CCOC(=O)c1cccc(Nc2ncnc3ccccc23)c1	50.0	i	4.1
Fc1ccc(/C=N/NC(=S)Nc2cccnc2)cc1F	18.0	i	-0.5
CC(=O)Nc1cc(Br)ccc1O	18.1	i	0.6
O=C(CCCCC(=O)Nc1ccc(F)cc1F)Nc1ccc(F)cc1F	24.7	i	-0.2

The final 7 compounds of the part before are carried over, then new ones follow.
SMILES	OX1R antag	KCNQ2 inh	STK33 inh
N#CCCn1c(O)c(N=NC(=O)CNC(=O)c2cccs2)c2ccccc21	93.0*	i	-0.7
Cc1nc(C(=O)N(C)C)nn1-c1ccc([N+](=O)[O-])cc1	38.0	i	-0.5
O=C(N/N=C/C=C/c1ccccc1)c1ccc(Br)cc1	15.6	i	-1.5
CCOC(=O)c1cccc(Nc2ncnc3ccccc23)c1	50.0	i	4.1
Fc1ccc(/C=N/NC(=S)Nc2cccnc2)cc1F	18.0	i	-0.5
CC(=O)Nc1cc(Br)ccc1O	18.1	i	0.6
O=C(CCCCC(=O)Nc1ccc(F)cc1F)Nc1ccc(F)cc1F	24.7	i	-0.2
COc1ccccc1C(=O)NC(=O)COC(=O)CCS(=O)(=O)c1ccc(C)cc1	9.9	i	-0.5
CCc1nnc(NS(=O)(=O)c2ccc(NC(=O)Nc3ccc(OC)cc3)cc2)s1	14.1	i	0.6
CC(=O)c1c[nH]c(C(=O)NCc2cccc(C(F)(F)F)c2)c1	15.1	i	0.3
COc1cccc(/C=C/C(=O)NNC(=O)c2ccncc2)c1OC	6.0	nt	0.5
CC1Nc2ccccc2C(=O)N1NS(=O)(=O)c1ccccc1 (stereo not given)	6.0	i	1.7
Cc1ccc(N(CC(=O)Nc2ccc3c(c2)OCCO3)S(C)(=O)=O)cc1	11.2	i	-1.2
CCOC(=O)c1ccc(N2NC(=O)/C(=C/c3ccc(OC(=O)c4ccco4)c(OC)c3)C2=O)cc1	19.4	i	-1.1
CC(C)[C@H](NC(=O)c1ccccc1)C(=O)OCC(=O)NCc1ccc2c(c1)OCO2	10.1	nt	-0.2
COC(=O)c1ccc(CN2CCC(CO)(CCOc3ccccc3)CC2)cc1	-0.1	i	-0.5
O=C(Nn1c(-c2ccccc2)nc2ccccc2c1=O)C1CCC1	11.0	i	-1.1
COc1ccc(CCNC(=O)C2CC(=O)N(c3ccc(F)cc3)C2)cc1OC (stereo not given)	6.7	i	1.7
CCCCN(C(C)=O)c1ccc(S(=O)(=O)NC2=NCCCCC2)cc1NC(C)=O	1.5	nt	-2.9
Cc1ccc(C)c(OCc2cc(C(=O)N3CCNC(=O)C3)no2)c1	9.3	i	2.1
C[C@@H]1CN([C@@H](C)CO)C(=O)c2cccc(NS(C)(=O)=O)c2O[C@H]1CN(C)Cc1ccc(C(=O)O)cc1	1.9	nt	-0.7
Cc1ccc(C(=O)NCc2ccccc2CN2CCCC2)cc1S(=O)(=O)N1CCOCC1	5.5	nt	0.8
CC(O)CNc1ccc([N+](=O)[O-])cc1S(=O)(=O)N1CCOCC1 (stereo not given)	21.7	i	-0.5
c1csc(CNCCCN2CCOCC2)c1	-5.0	i	-0.4
On1c2c(c3c4nonc4ccc31)CCCC2	26.6	i	1.6
Clc1cccc(Cl)c1Cn1cnc2c(NCc3ccco3)ncnc21	5.4	i	-0.2
CC1=CC(=C(C#N)C#N)C=C(C)N1CCN1CCNCC1	22.2	i	-1.0
COc1ccc(NC(=O)NCc2cccn2C)c(OC)c1	1.7	i	-0.4
CCC(=O)Nc1cc(-c2nn(CC(=O)N3CCCCC3)c(=O)c3ccccc23)ccc1N1CCOCC1	12.7	i	-0.6
N/C(=N/O)c1nc(N2CCCC2)nc(N(c2ccccc2)c2ccccc2)n1	22.8	i	-1.2
CN(CC(=O)NC1CCN(Cc2ccccc2)CC1)S(=O)(=O)c1ccc(Cl)s1	2.3	nt	-1.7
O=C(CC1CC2CCC1C2)N1CCN(S(=O)(=O)c2ccccc2F)CC1 (stereo not given)	4.1	nt	3.7

Arranged by the number under OX1R antag (lowest first): three of the compounds above.
| structure | OX1R antag |
| --- | --- |
| O=C(CCN1CCN(c2ccccc2)CC1)Nc1ccccc1F | 0.2 |
| CCCCN(C(C)=O)c1ccc(S(=O)(=O)NC2=NCCCCC2)cc1NC(C)=O | 1.5 |
| Cc1ccc(N(CC(=O)Nc2ccc3c(c2)OCCO3)S(C)(=O)=O)cc1 | 11.2 |

The list continues:
SMILES	OX1R antag	KCNQ2 inh	STK33 inh
NC(=S)N=Nc1c(O)[nH]c2ccccc12	26.3	i	nt
O=C1c2ccccc2NC(c2ccccc2Cl)N1N=C1CCCCCC1 (stereo not given)	9.0	i	-1.9
C=CCOc1ccccc1CN1CCSCC1	5.2	i	-0.1
CN(C(=O)c1cc(-n2cnnc2)ccc1Cl)c1ccccc1	8.5	i	-0.6
CCCC(=O)Nc1nc2c(c(=O)[nH]1)CCCC2	16.0	i	-0.3
CC(Sc1nnc(C2CC2)n1Cc1ccccc1)C(=O)N1CCNC1=O (stereo not given)	11.0	nt	0.2
Cc1ccc(SCc2cc(=O)[nH]c(N3CCN(C)CC3)n2)cc1	7.2	i	0.4
CC1CN(S(=O)(=O)c2ccc(-c3nc4ccccc4s3)cc2)CC(C)O1 (stereo not given)	6.8	i	-0.2
CC(C)(C)C(O)CN1CCCC1 (stereo not given)	21.6	i	0.2
CC(=O)c1ccc(O)c(CSc2nncn2C)c1	7.1	i	-0.7
COc1ccc(Cn2c(=S)[nH]c3ccccc3c2=O)cc1	0.4	i	0.1
COc1ccc(CCC(=O)OCC(=O)Nc2ccc(OC)c(OC)c2)cc1OC	15.1	i	-1.4
O=C(c1ccco1)N1CCN(C(=O)c2cc(-c3ccccc3F)no2)CC1	6.0	i	-1.6
Cc1cc(C(=O)NC2CCCc3c2cnn3-c2cccc(C)c2C)no1 (stereo not given)	23.0	i	-0.7
CSCC(=O)N1CCCC(C(=O)c2cc(F)ccc2F)C1 (stereo not given)	6.9	i	-0.6
CC(OC(=O)c1ccc(Cl)cc1O)C(=O)NCCC1=CCCCC1 (stereo not given)	5.9	nt	-0.7
Cc1noc(NS(=O)(=O)c2ccc(NC(=O)c3cc4ccccc4o3)cc2)c1C	2.9	nt	1.2
Cc1ccc2c(c1)OC(=O)CC2c1ccccc1 (stereo not given)	12.8	nt	-0.6
O=C(COC(=O)c1ccccc1O)NCc1ccccc1Cl	3.9	nt	-0.4
O=C(NCc1cccs1)C1CCC(CNS(=O)(=O)c2cccc3nsnc23)CC1 (stereo not given)	25.0	i	-2.2
Cc1cccc(C(=O)Nc2cccc(-c3ccc4nncn4n3)c2)c1	17.1	i	0.0
CCOC(=O)Cc1c(C)nc2c(-c3ccccc3)c(C)[nH]n2c1=O	11.5	i	nt
C=CCC(Nc1ccccc1)C12C=CC(O1)C(C(=O)OC)=C2C(=O)OC (stereo not given)	7.5	i	0.5
COc1ccc(/C(N)=N/OC(=O)CCCN2C(=O)c3ccccc3C2=O)cc1OC	83.8	i	-1.4
CC(=O)c1ccc(OCC(O)CN2CCCC(C)C2)cc1 (stereo not given)	-0.8	i	0.2
More structures follow.
SMILES	OX1R antag	KCNQ2 inh	STK33 inh
Cc1cc(C)c2c(CN3CCN(CCO)CC3)cc(=O)oc2c1	12.6	i	-1.5
Cc1nc2sc3c(NCc4ccco4)ncnc3c2c2c1COC(C)(C)C2	14.5	i	1.9
O=C(Cn1c(=O)[nH]c2ccccc2c1=O)Nc1ccc2c(c1)OCO2	13.0	i	-0.4
COc1ccccc1N1CCN(/N=C/c2cc(OC)c(O)c(OC)c2)CC1	9.9	i	-2.6
Nc1nnc(SCc2coc(-c3ccc(Cl)cc3)n2)s1	31.1	i	-0.5
CC1(C)CN(c2cccc(Br)c2)C1=O	10.8	i	-2.5
Cc1ccc(S(=O)(=O)CC(=O)Nc2nc(C(C)(C)C)cs2)cc1	8.5	i	-1.3
CCOCCCn1cnc2c(c1=O)c1nc3ccccc3nc1n2-c1ccccc1	12.8	i	-1.1
Cc1nc2c(nnn2Cc2ccccc2)c(=O)n1-c1ccccc1	-0.8	i	-0.4
COc1cccc(C2/C(=C(\O)c3ccc4c(c3)OCCO4)C(=O)C(=O)N2Cc2cccnc2)c1 (stereo not given)	24.0	i	-0.4
CC(=O)c1cccc(NC(=O)C2CC(=O)N(C3CCCC3)C2)c1 (stereo not given)	8.9	nt	-0.6
COc1ccc(-c2ccc(/C=C3/C(=N)N4C(C)=CSC4=NC3=O)o2)c([N+](=O)[O-])c1	90.6*	i	1.7
O=C(CSc1nnc(CNC(=O)c2ccccc2F)o1)NC1CCCC1	1.8	i	-1.2

Screening results (PubChem)
